# T cell modulator: T cell immune modulation candidate. 2C CD8+ T cell-vesicle binding, flow cytometry; stronger effect = lower value. calls only at 7 µM. hit rate 0.068% among 330,000. AID 2052;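 active = response, share of CD8 T cells binding vesicles, and their 90th percentile fluorescence all below set limits, cut at about 80% in these data, passing the limit was not always enough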
#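 Material: 2C TCR transgenic mouse naive CD8+ T cells, MACS-purified. Also added: QL9-charged Drosophila Ld/ICAM-1/B7-1 vesicles. Timing: binding 1.5 h at 37 °C. Measured by: high-throughput flow cytometry with anti-B7-1 and anti-CD8 staining. Read-out: percent CD8+ FL2 mean versus row control. Controls: Unloaded micro-vesicles (low), QL9 vesicles with 0.7% DMSO (high).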
# NOD1 NF-kB reporter: inhibition of NOD1-driven NF-kB reporter – cell-based, luminescence, uHTS, primary screen (AID 1578) | NOD1-driven NF-kB luciferase reporter cells, luminescence; higher % means a stronger effect | inhibition, % at 4 µM; hits with a dose series show EC50 in µM | hit rate 1% among 290,000; in the data active = inhibition mostly above about 36%, no sharp cut-off; inactive = mostly below about 34%;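 also: HEK-293T reporter cells stimulated with the NOD1 agonist gamma-tri-DAP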
# GPR55 activation: GPR55 agonists via beta-arrestin recruitment, primary screen, imaging, U2OS cells, beta-arrestin-GFP redistribution (AID 1961); activation, % at 10 µM; hits with a dose series show EC50 in µM; hit rate 0.048% among 290,000; U2OS GPR55 beta-arrestin-GFP redistribution imaging; higher % means a stronger effect;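 active = activation above 40% with more than 50 cells counted in the well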;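 also: U2OS osteosarcoma cells stably expressing GPR55 and beta-arrestin-GFP; plate controls were DMSO negative control for no effect and LPI positive control for full effect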
# GPR55 antagonists: GPR55 antagonists blocking LPI-driven arrestin recruitment, primary screen, imaging, U2OS, beta-arrestin-GFP, LPI agonist (AID 2013); hit rate 0.13% among 290,000; U2OS GPR55 beta-arrestin-GFP translocation imaging, LPI antagonism; higher % means a stronger effect; one-dose inhibition, % at 10 µM; IC50 in µM for titrated hits;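 active = spots per cell inhibited over 60%, with over 100 cells counted and total cytoplasm intensity under 500,000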;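 also: U2OS cells stably carrying GPR55 and arrestin-GFP stimulated by 5 µM LPI near EC80; imaged beta-arrestin-GFP aggregate spots per cell after agonist stimulation; plate controls were LPI-stimulated DMSO wells for no effect and DMSO wells without LPI for full effect; some results filed as inactive read as strong as hits; confirmed hits need IC50 under 10 µM and bright autofluorescent wells are also inconclusive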
# NOD2 inhibition: NOD2 signaling inhibitors, cell-based, luminescence, uHTS, HEK293 (AID 1566); HEK293 NOD2/NF-kB luciferase reporter, luminescence; higher % means a stronger effect; inhibition, % at 4 µM; hits with a dose series show EC50 in µM; hit rate 0.63% among 290,000; also: many of its hits are not listed in these tables
# KOR beta-arrestin-1: KOR agonists, beta-arrestin recruitment, primary screen, cell-based, luminescence, uHTS (AID 1777). KOR beta-arrestin recruitment, luminescence; higher % means a stronger effect. one-dose activation, % at 10 µM; EC50 in µM for titrated hits. hit rate 0.02% among 280,000; in the data active = activation above about 50%, passing the limit was not always enough; also: a part of the inactive calls stands beside numbers as strong as those of hits
# NTR1 agonist: NTR1-driven beta-arrestin-GFP spot formation – imaging, U2OS cells, high content, primary screen (AID 493036); hit rate 0.17% among 330,000; agonist mode; activation, % at 20 µM;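 active = activation at or above 40% of the spot to cytoplasm intensity ratio, with at least 20 cells analyzed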;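 also: 0% = DMSO without peptide and 100% = 100 nM NTR1 peptide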
# Target sequence (P30989 whole entry, looked up): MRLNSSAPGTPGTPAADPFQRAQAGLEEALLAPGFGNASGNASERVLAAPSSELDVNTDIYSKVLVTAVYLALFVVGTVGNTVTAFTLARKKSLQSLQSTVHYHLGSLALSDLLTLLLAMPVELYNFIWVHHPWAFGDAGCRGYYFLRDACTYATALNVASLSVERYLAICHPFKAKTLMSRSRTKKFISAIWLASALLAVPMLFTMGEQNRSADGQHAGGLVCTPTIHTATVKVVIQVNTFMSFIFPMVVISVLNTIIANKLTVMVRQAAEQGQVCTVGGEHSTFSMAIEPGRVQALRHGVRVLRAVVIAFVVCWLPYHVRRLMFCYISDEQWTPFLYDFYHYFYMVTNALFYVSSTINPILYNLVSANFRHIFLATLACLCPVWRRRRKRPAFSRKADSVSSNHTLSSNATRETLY
# Myeloid diff MLP: compounds promoting myeloid differentiation | ER-HoxA9 myeloid progenitors, lysozyme-GFP differentiation, flow cytometry | calls only at 10 µM | hit rate 1% among 360,000 | AID 624256;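 active = normalized GFP-positive differentiation at or above the plate's own cutoff, the solvent-only control mean plus 3 SD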;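 also: cells exposed to compound for four days before flow analysis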
# KOR beta-arrestin-2: kappa opioid receptor blockers – cell-based, luminescence, uHTS (AID 1778); KOR beta-arrestin recruitment, luminescence, antagonist mode; higher % means a stronger effect; one-dose inhibition, % at 10 µM; IC50 in µM for titrated hits; hit rate 0.091% among 290,000; also: strong numbers were not always called active
# T cell modulator vesicle-bound %: second read-out of T cell modulator, no call of its own (marks repeat the call); double positive events, %; measured here: CD8+ vesicle-bound cell fraction;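 binding gate set so that unloaded-vesicle control wells show 10% double positive cells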
# NTR1 agonist cell count 20 µM: second read-out of NTR1 agonist, no call of its own (marks repeat the call); cell count; measured here: cell count, cytotoxicity flag
# Myeloid diff MLP GFP+ MAC1+ %: further read-out of Myeloid diff MLP, marked with its call; GFP+ MAC1+ double positive, %; measured here: differentiation confirmed by MAC1 staining
# * marks the source's active call; other numbers are inactive results; i = inactive; . = not tested or not shown; [ ] = dose if it differs, or a comment. Rule as the data show it, unless noted: active = inhibition above about 50%; inactive = the rest.
# Second line of a record: KOR beta-arrestin-2	NOD1 NF-kB reporter	KOR beta-arrestin-1	GPR55 activation	T cell modulator vesicle-bound %	GPR55 antagonists	Myeloid diff MLP GFP+ MAC1+ %	NTR1 agonist	Myeloid diff MLP	NTR1 agonist cell count 20 µM	NOD2 inhibition	T cell modulator
1) COc1ccc(N2CCN(C(=O)c3cc(-c4cccs4)nc4ccccc34)CC2)cc1
 : -10%	-40%	7.6%	-0.7%	18	11%	1.8	0.0	i	48	0%	i
2) CC(C)(Oc1ccc(Cl)cc1)C(=O)N1CCN(c2ccccn2)CC1
 : -2%	-8%	-2.7%	-0.3%	20	2%	1.7	1.2	i	33	21%	i
3) COc1ccccc1OCCOCCN1CCCC1
 : -17%	-20%	-1.4%	-0.1%	55	-12%	0.4	-1.2	i	66	4%	i
4) Cc1ccc(CN2CCC(n3nccc3NC(=O)C3CCOC3)CC2)cc1 (configuration not stated)
 : 23%	1%	-2.3%	0.2%	65	6%	8.1	0.5	i	52	8%	i
5) COc1cc(C(=O)N2CCN(C(=O)C(Cc3cc(C)ccc3C)NC(C)=O)CC2)cc(OC)c1OC (configuration not stated)
 : 48%	-39%	-4.2%	-0.1%	20	8%	1.6	-0.2	i	73	11%	i
6) C=CCNC(=O)c1cc(-c2cccnc2)nc2ccccc12
 : -26%	-3%	-4.5%	0.6%	32	10%	0.5	1.1	i	84	1%	i
7) CNC(=O)c1c(C)nn(-c2ccc(F)c(Cl)c2)c1-c1cc(C)on1
 : 2%	-8%	1.1%	-0.2%	25	5%	0.0	0.2	i	54	-10%	i
8) COc1ccc(NC(=S)NNC(=O)Cn2nc([N+](=O)[O-])cc2C)cc1
 : -11%	-1%	2.6%	0.4%	27	-12%	4.4	0.8	i	59	12%	i
9) COc1ccc(S(=O)(=O)Nc2ncccn2)cc1
 : 5%	-24%	2.3%	-0.1%	61	-16%	0.3	-1.0	i	75	3%	i
10) Cc1ccc(NC(=O)c2c(-c3ccccc3)noc2C)nc1
 : .	-19%	-1.0%	-0.2%	42	-2%	0.3	1.4	i	66	13%	i
11) CC1Cc2ccccc2N1C(=O)c1ccc2c(c1)nnn2C (configuration not stated)
 : 10%	-6%	3.7%	-0.1%	40	7%	0.2	-0.6	i	52	3%	i
12) CC1(C)Oc2ccc3ccc(=O)oc3c2C(/C=N/O)C1=O (configuration not stated)
 : 9%	-1%	0.5%	0.1%	39	14%	0.5	-0.5	i	83	-9%	i
13) N/N=C(\c1ccccc1)c1cc(Cl)ccc1N
 : -9%[20 µM]	-17%	0.6%	-0.2%	59	-15%	0.3	0.2	i	60	10%	i
14) COC(=O)c1ccc(SC)cn1
 : 15%	-12%	0.2%	0.2%	41	-4%	0.1	-0.5	i	74	7%	i
15) COc1ccc(C2CC(c3ccccc3)Nc3nc(NC(=O)c4cccs4)nn32)cc1 (configuration not stated)
 : 10%	.	12%	-0.1%	20	11%	1.1	2.0	i	54	2%	i
16) CC1(C)Oc2ccc(C(=O)NC3CCCC3)cc2N(CC(=O)NC2CCCC2)C1=O
 : -6%	-3%	-5.6%	0.2%	33	3%	1.8	-2.5	i	72	0%	i
17) C=CCNC(=S)N1CCC(Cc2ccccc2)CC1
 : 26%	3%	1.1%	-0.1%	69	16%	1.0	0.3	i	72	8%	i
18) Cn1nnc(NC(=O)/C=C/c2ccco2)n1
 : -12%	3%	.	0.0%	30	-3%	0.7	0.6	i	55	0%	i
19) O=C(c1ccccc1)c1c[nH]cc1-c1ccccc1
 : 3%	-12%	2.0%	-0.3%	18	-3%	0.3	-1.7	i	89	8%	i
20) O=C(CSc1nc2ccccc2[nH]1)Nc1nc(-c2ccccc2)c(-c2ccccc2)o1
 : 10%	3%	-4.8%	-0.3%	56	8%	1.0	1.6	i	39	13%	i
21) N#Cc1cccc(NC(=O)COc2ccc(-n3ccnc3)cc2)c1
 : -11%	16%	8.0%	-1.0%	18	0%	0.7	-1.6	i	93	-17%	i
22) COc1ccc(C(=O)Nc2c(Cl)cc(Cl)cc2C(=O)N2CCOCC2)cc1
 : -8%	-47%	-5.0%	-0.1%	55	-1%	0.2	1.9	i	76	-8%	i
23) COc1cc(OC)c(C(=O)Nc2cccnc2)cc1OC
 : -2%	-1%	6.1%	0.2%	58	-3%	1.5	-0.1	i	63	3%	i
24) Cc1ccnc(SCc2ccc(C(=O)O)cc2)n1
 : -28%[20 µM]	-23%	-2.9%	-0.1%	42	2%	0.5	-0.1	i	77	18%	i
25) CCOC(=O)N1CCN(Cc2nc(N)nc(Nc3ccc(Oc4ccccc4)cc3)n2)CC1
 : -10%	-5%	7.5%	-0.2%	14	16%	0.4	7.0	i	61	18%	i
26) O=C(O)c1ccccc1NS(=O)(=O)c1ccccc1C(F)(F)F
 : -38%	0%	5.4%	-0.2%	31	17%	4.7	-0.5	i	60	16%	i
27) C/C(=N\NC(=O)C1CCCC1)c1ccc(C(C)C)cc1
 : 25%	-22%	-2.9%	-0.2%	69	10%	1.0	8.2	i	49	12%	i
28) Cc1n[nH]c(C)c1N1C(=O)c2cccc3c(Br)ccc(c23)C1=O
 : -2%	34%	-3.6%	0.7%	34	5%	6.3	9.1	i	40	4%	i
29) O=S(=O)(Nc1cccc(-n2cnnn2)c1)c1ccc(Cl)cc1
 : 19%	-22%	1.0%	-0.2%	51	7%	1.1	-1.1	i	64	17%	i
30) Fc1cccc(Cl)c1Cn1nnc2c(NCc3ccncc3)ncnc21
 : -32%	-22%	2.2%	0.5%	30	-8%	0.3	-1.8	i	71	14%	i

# Three structures out of the list, sorted by formula weight, ascending:
# Second line of a record: KOR beta-arrestin-2	NOD1 NF-kB reporter	KOR beta-arrestin-1	GPR55 activation	T cell modulator vesicle-bound %	GPR55 antagonists	Myeloid diff MLP GFP+ MAC1+ %	NTR1 agonist	Myeloid diff MLP	NTR1 agonist cell count 20 µM	NOD2 inhibition	T cell modulator
24) Cc1ccnc(SCc2ccc(C(=O)O)cc2)n1
 : -28%[20 µM]	-23%	-2.9%	-0.1%	42	2%	0.5	-0.1	i	77	18%	i
21) N#Cc1cccc(NC(=O)COc2ccc(-n3ccnc3)cc2)c1
 : -11%	16%	8.0%	-1.0%	18	0%	0.7	-1.6	i	93	-17%	i
29) O=S(=O)(Nc1cccc(-n2cnnn2)c1)c1ccc(Cl)cc1
 : 19%	-22%	1.0%	-0.2%	51	7%	1.1	-1.1	i	64	17%	i

# Other results follow.
# Second line of a record: KOR beta-arrestin-2	NOD1 NF-kB reporter	KOR beta-arrestin-1	GPR55 activation	T cell modulator vesicle-bound %	GPR55 antagonists	Myeloid diff MLP GFP+ MAC1+ %	NTR1 agonist	Myeloid diff MLP	NTR1 agonist cell count 20 µM	NOD2 inhibition	T cell modulator
31) CCOc1cc(CNc2cccc3ccccc23)cc(Br)c1OCC(=O)NC(C)(C)C
 : 0%	11%	-2.5%	0.2%	66	13%	2.0	5.8	i	36	-6%	i
32) Cc1cc(NC(=O)CCC(=O)N(CC2CCCO2)C(C(=O)NC2CCCC2)c2cccnc2)no1 (configuration not stated)
 : -14%	1%	1.4%	0.2%	17	0%	0.3	-0.2	i	76	18%	i
33) CCN1C(=O)c2cccc3c(S(=O)(=O)NCc4cccnc4)ccc1c23
 : 9%	-21%	2.9%	1.0%	6	-6%	1.1	1.3	i	42	-10%	i
34) Cc1ccc(S(=O)(=O)NN2C(=O)/C(=C/c3cccs3)SC2=S)cc1
 : -3%	-6%	2.7%	-0.3%	22	7%	1.0	0.3	i	52	21%	i
35) CCCCc1nnc(NC(=O)c2cccc(S(=O)(=O)N3CCN(C)CC3)c2)s1
 : -2%	-19%	1.3%	0.5%	6	-5%	4.3	-0.3	i	55	-5%	i
36) CCCc1cc2c(=O)c(-c3nc4ccccc4s3)c(COCC(=O)O)oc2cc1O
 : -44%	-25%	6.3%	-0.4%	.	0%	0.0	.	i	.	-37%	.
37) Cc1ccc(C(=O)NCCc2sc(C)nc2C)cc1
 : 10%	-15%	-1.4%	0.3%	46	-4%	0.8	1.6	i	75	10%	i
38) COc1ccc(NS(=O)(=O)CC(C)C)c(OC)c1
 : 16%	-7%	-1.1%	0.5%	36	2%	0.5	0.0	i	67	14%	i
39) O=C(c1ccccc1)c1c[nH]c(C(=O)C(Cl)(Cl)Cl)c1
 : -19%[20 µM]	-23%	-1.9%	0.2%	56	1%	.	-1.3	.	31	-1%	i
40) CCCOC(=O)CCNc1n[nH]c(=O)[nH]c1=O
 : 27%	14%	-6.5%	-0.3%	6	-1%	0.8	-2.8	i	68	10%	i
41) Nc1ncc(Br)cc1S(=O)(=O)NCCC(=O)N1CCN(c2ccccc2)CC1
 : 1%	4%	-3.5%	-0.2%	42	17%	1.1	-0.8	i	67	0%	i
42) COCCNC(=S)N(CCc1c(C)[nH]c2ccc(Cl)cc12)Cc1cccs1
 : -22%	6%	-0.3%	0.2%	43	21%	0.8	17	i	49	3%	i
43) O=C(O)Cn1cc(/C=N/NC(=O)c2cc3cc(Br)ccc3o2)c2ccccc21
 : -2%	1%	-1.3%	1.8%	27	2%	0.7	2.4	i	59	19%	i

# Of the compounds above, six have an NH in an aromatic ring.
# Second line of a record: KOR beta-arrestin-2	NOD1 NF-kB reporter	KOR beta-arrestin-1	GPR55 activation	T cell modulator vesicle-bound %	GPR55 antagonists	Myeloid diff MLP GFP+ MAC1+ %	NTR1 agonist	Myeloid diff MLP	NTR1 agonist cell count 20 µM	NOD2 inhibition	T cell modulator
19) O=C(c1ccccc1)c1c[nH]cc1-c1ccccc1
 : 3%	-12%	2.0%	-0.3%	18	-3%	0.3	-1.7	i	89	8%	i
20) O=C(CSc1nc2ccccc2[nH]1)Nc1nc(-c2ccccc2)c(-c2ccccc2)o1
 : 10%	3%	-4.8%	-0.3%	56	8%	1.0	1.6	i	39	13%	i
28) Cc1n[nH]c(C)c1N1C(=O)c2cccc3c(Br)ccc(c23)C1=O
 : -2%	34%	-3.6%	0.7%	34	5%	6.3	9.1	i	40	4%	i
39) O=C(c1ccccc1)c1c[nH]c(C(=O)C(Cl)(Cl)Cl)c1
 : -19%[20 µM]	-23%	-1.9%	0.2%	56	1%	.	-1.3	.	31	-1%	i
40) CCCOC(=O)CCNc1n[nH]c(=O)[nH]c1=O
 : 27%	14%	-6.5%	-0.3%	6	-1%	0.8	-2.8	i	68	10%	i
42) COCCNC(=S)N(CCc1c(C)[nH]c2ccc(Cl)cc12)Cc1cccs1
 : -22%	6%	-0.3%	0.2%	43	21%	0.8	17	i	49	3%	i

# Assay outcomes (PubChem BioAssay)

# This is a subset, so the mix of outcomes need not match the whole.
